Screens (PubChem)
HP1b binding inh – blocks HP1-beta chromodomain binding to methylated histone tails | 390,000 tested, 0.56% active | Potency, µM (top dose mostly 114 µM), without a hit: at the top dose activity change, negative = inhibition, usual class: inhibitors | AlphaScreen HP1-beta / biotin-H3K9me3 peptide binding; further: potency means the concentration at half of the fitted maximal effect; nearly all actives have a fitted effect of over 70% in size; inactives centre near 23
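AlphaScreen: HP1-beta (50 nM) preformed 30 min with biotin-H3(1-18)K9me3 peptide (50 nM) in PBS pH 7.4, 0.01% Tween-20. Compound added for 30 min at RT, then streptavidin donor/nickel chelate acceptor beads (10 ug/mL) for 30 min.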
PI4K2A block – inhibitors of human PI4K2A | Q9BTU6 | purified PI4K2A, ADP-Glo luminescence, 1 h; hits give low values | activity change, negative = inhibition, % at 76.9 µM | 420,000 tested, 0.13% active; in the data active means activity change below about -50%; inconclusive means mostly about -30% to -49%;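 further: -100% = wells without enzyme as full effect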
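In this quantitative HTS, ADP production by PI4K2A was quantified luminescently after 1 h at ambient temperature; 100 microM adenosine served as plate-quality control.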
JMJD2A Tudor inh – blocks the human JMJD2A Tudor domain; AlphaScreen JMJD2A-Tudor / H3K4me3 peptide binding; Potency, µM (doses to about 114 µM), inactives show at the top dose activity change, negative = inhibition, usual class: inhibitors; 390,000 tested, 4.4% active; O75164; further: potency means the concentration at half of the fitted maximal effect; on the % scale 0 is the no-effect control and ±100 the full control effect; nearly all actives have a fitted effect of over 50% in size
BAZ2B inh – blocks human BAZ2B | Q9UIF8 | AlphaScreen BAZ2B-H3K14Ac peptide displacement | Potency, µM (doses to about 114 µM), inactives show top-dose activity change, negative = inhibition, hits mostly inhibitors | 360,000 tested, 4.4% active | AID 504333; further: potency means the concentration at half of the fitted maximal effect; on the % scale 0 is the no-effect control and ±100 the full control effect; nearly all actives have a fitted effect of over 60% in size
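In this displacement format the biotinylated H3(5-23) peptide acetylated at Lys14 serves as ligand at 50 nM, with BAZ2B at 50 nM in PBS pH 7.4 containing 0.01% Tween-20. Donor and acceptor beads are 10 ug/mL final.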
G9a inh – inhibitors of human histone lysine methyltransferase G9a; G9a H3K9 monomethylation, AlphaScreen, 2 h; 350,000 tested, 8.8% active; Q96KQ7; Potency, µM (series often up to 102 µM), without a hit: top-dose activity, negative = inhibition, usual class: inhibitors; further: potency means the concentration at half of the fitted maximal effect; on the % scale 0 is the no-effect control and ±100 the full control effect; nearly all actives have a fitted effect of over 75% in size
Target sequence (Q96KQ7 913-1193 limits assumed): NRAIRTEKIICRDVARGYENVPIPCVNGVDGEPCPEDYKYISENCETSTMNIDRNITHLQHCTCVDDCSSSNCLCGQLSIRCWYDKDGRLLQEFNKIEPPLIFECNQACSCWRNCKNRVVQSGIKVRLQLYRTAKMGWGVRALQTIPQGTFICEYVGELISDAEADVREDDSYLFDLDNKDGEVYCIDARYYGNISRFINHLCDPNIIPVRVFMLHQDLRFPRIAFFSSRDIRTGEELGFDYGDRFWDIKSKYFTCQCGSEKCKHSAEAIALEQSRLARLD
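G9a (20 nM) was preincubated 15 min with compound, then reacted 2 h at room temperature with 500 nM biotin-H3K9 peptide and 20 µM SAM. Monomethyl-H3K9 detected by AlphaScreen using anti-H3K9me1 antibody.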
RGS4 inh – inhibitors of human regulator of G protein signaling 4; Transcreener GDP fluorescence polarization, RGS4-accelerated GTP hydrolysis; Potency, µM (titrated, usually from 114 µM), inactives show at the highest dose activity change, negative = inhibition, usual class: inhibitors; 390,000 tested, 0.039% active; AID 504845; further: potency means the concentration at half of the fitted maximal effect; on the % scale 0 is the no-effect control and ±100 the full control effect; nearly all actives have a fitted effect of over 75% in size; some results filed as inactive show a strong effect at the top dose
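MLSMR compounds (23 nl, pin-transferred) preincubated 10 min at room temperature with a 500nM (2x) first reagent, then RGS4 at 900nM (2x) plus Transcreener GDP mix added; fluorescence polarization (620/688 nm) read before and after 90 min at 30 °C.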
ERG Ets-DNA blk – blocks human ERG Ets domain binding to DNA; P11308; fluorescence polarization, His-ERG Ets domain / labelled DNA; Potency, µM (doses to about 76.9 µM), for inactives: at the highest dose FP activity, negative = inhibition, usual class: inhibitors; 370,000 tested, 0.028% active; active means well fitted inhibition curve with a large enough effect in the polarisation, with a control signal flat; inconclusive means small, poorly fitted or top-dose-only effect, or effect the other way, or a change in a side signal; inactive means no such curve, though single readings can be large or run the other way; the % refers to the polarisation;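 further: polarization taken with two DNA probes labelled with fluorescein and Texas red; potency means the concentration at half of the fitted maximal effect; % of control where 0% means no effect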
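His-tagged ERG Ets domain (1 uM in the protein solution; 300mM KCl, 50mM Tris-HCl, 1mM EDTA, 1mM DTT, pH 7.5) received compound, then a probe mix of 5 nM fluorescein-DNA and 100nM Texas-615-DNA. Fluorescence polarization was read for both dyes.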
GLS inh – glutaminase GLS (human) inhibition; O94925; GLS enzymatic activity, qHTS titration; Potency, µM (doses to about 45.5 µM), without a hit: at the top dose activity change, negative = inhibition, hits mostly inhibitors; 410,000 tested, 0.21% active; further: potency means the concentration at half of the fitted maximal effect; on the % scale 0 is the no-effect control and ±100 the full control effect
Target sequence (O94925 whole entry, looked up): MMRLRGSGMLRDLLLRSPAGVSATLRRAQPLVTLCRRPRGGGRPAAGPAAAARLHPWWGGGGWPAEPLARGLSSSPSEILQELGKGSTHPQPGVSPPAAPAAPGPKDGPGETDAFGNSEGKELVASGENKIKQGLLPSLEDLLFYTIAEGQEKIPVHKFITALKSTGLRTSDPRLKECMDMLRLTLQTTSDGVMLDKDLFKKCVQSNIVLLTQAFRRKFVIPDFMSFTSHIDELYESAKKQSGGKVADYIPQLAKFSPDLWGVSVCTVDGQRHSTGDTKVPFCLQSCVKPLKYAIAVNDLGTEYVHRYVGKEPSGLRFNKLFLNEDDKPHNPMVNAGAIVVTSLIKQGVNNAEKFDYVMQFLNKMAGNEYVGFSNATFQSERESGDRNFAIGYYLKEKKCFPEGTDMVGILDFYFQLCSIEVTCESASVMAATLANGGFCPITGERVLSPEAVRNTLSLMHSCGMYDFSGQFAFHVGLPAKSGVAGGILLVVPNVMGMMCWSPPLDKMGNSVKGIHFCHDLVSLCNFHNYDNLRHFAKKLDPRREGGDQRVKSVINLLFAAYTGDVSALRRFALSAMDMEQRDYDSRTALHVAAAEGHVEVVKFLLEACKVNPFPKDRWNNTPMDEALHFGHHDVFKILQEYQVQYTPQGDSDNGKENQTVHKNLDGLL
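hKGA in 45 mM KH2PO4 (pH 8.2), 0.02% Tween-20 with compound, then 1mM L-Glutamine (stock as added) plus glutamate oxidase/HRP/Amplex red coupling mix. Fluorescence read initially and after 30 min at RT; signal change reflects glutamate formation.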
12-LOX inh – blocks human arachidonate 12S-lipoxygenase; P18054; purified 12hLO, xylenol orange hydroperoxide absorbance; Potency, µM (top dose mostly 108 µM), without a hit: at the top dose activity change, negative = inhibition, usual class: inhibitors; 580,000 tested, 1.1% active; further: potency means the concentration at half of the fitted maximal effect; on the % scale 0 is the no-effect control and ±100 the full control effect
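Purified human 12hLO (150 nM final) in 25 mM Hepes, 0.01% Triton X-100, pH 7.0 was preincubated 15 min at room temperature with compound. Then 40 uM arachidonic acid was added, 30 min. Hydroperoxide was read by Fe-XO absorbance ratio 573/405 nm.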
The depositor's hits bear a star; u = inconclusive; x = not tested or not shown; & = joins results of further samples; [ ] = remark or other dose. Unless noted, the call rests on the fitted dose curve; in most records, active means well fitted curve in the direction sought with a large enough effect; inconclusive means small, poorly fitted or top-dose-only effect, or another doubt; inactive means no such curve, though single readings can be large; an effect the other way counts as inactive or inconclusive.

SMILES	HP1b binding inh	PI4K2A block	JMJD2A Tudor inh	BAZ2B inh	G9a inh	RGS4 inh	ERG Ets-DNA blk	GLS inh	12-LOX inh
Cc1ccc(NC(=O)C(=O)NC2CCCCC2)cc1	34%	4	3%	8%	20%	27%	-7%	7%	3%
CCOc1ccccc1CNC(=O)C1CCN(c2nn3c(=O)cc(C)nc3s2)CC1	54%[activator]	-2	-19%	-6%	x	1%[56.9 µM]	12%	-21%	13%
Cc1ccc(-c2nnc(SCC(=O)Nc3cccnc3Cl)n2N)cc1	54%[activator]	3	-5%	x	x	-13%	-7%	-6%	24%
Cc1cccc(OCC(=O)N(Cc2ccccc2)c2ccccn2)c1	40%[activator]	-3	18%	3%	-6%[59 µM]	12%	-5%	-2%	0%
COc1ccc(C(=O)O)c(OC)n1	22%	2	1%	u	x	34%	-2%	-1%	-5%
O=C(/C=C/c1ccccc1)c1ccccn1	14%	-13	12%	-37%	u	-42%	-2%	-7%	0%
COc1ccc(-n2cc(C(=O)OCc3ccc(F)c(F)c3)c3ccccc3c2=O)cc1	17%[57 µM]	3	-10%	1%	24%[59 µM]	-22%	7%	10%	u
Cc1cccc(N2CCN(C(=O)c3nn(C)c4c3CS(=O)(=O)c3ccccc3-4)CC2C)c1 (stereo not drawn)	-4%&37%	1&0	u	u	-8%[59 µM]	30%&-17%	-15%&0%	15%&1%	-9%&3%
O=C(COC(=O)C(Cc1c[nH]c2ccccc12)NC(=O)c1ccc(Cl)cc1)c1ccc(Cl)cc1 (stereo not drawn)	-17%	-1	-19%	-12%	-41%[59 µM]	-9%	5%	-10%	u
CC(C)CCNC(=O)CN(C(=O)CCC(=O)Nc1nccs1)c1ccc2c(c1)OCCO2	15%	-1	-1%	5%	2%	-17%	-1%	-6%	-6%
COC(=O)c1cc(C(=O)OC)cc(-n2c(C)cc(C(=O)COC(=O)CNS(=O)(=O)c3ccc(C)cc3)c2C)c1	-14%	-6	-27%	-36%	u	-17%	9%	212%[activator]	-14%
O=C(Oc1ccc(=O)n(-c2ccccc2)n1)c1ccccc1	76%[activator]	17	-9%	-5%	u	-7%	-3%	10%	16%
CCC(CC)NC(=O)COC(=O)c1ccc2c(c1)C(=O)N(Cc1ccco1)C2=O	6%	5	-12%	-11%	4%	-16%	12%	2%	-1%
O=C1CCCCC1Oc1ccc2ccc(=O)oc2c1 (stereo not drawn)	38%	3	-5%	1%	16%	18%	3%	-2%	3%
CCOC(=O)c1cnc(Nc2ccccc2)nc1C(F)(F)F	61%[activator]	-13	31%	17%	34%	-3%	0%	21%	30%[activator]

Given with two lines to a compound: part of the list above
Values run as follows: HP1b binding inh, PI4K2A block, JMJD2A Tudor inh, BAZ2B inh, G9a inh, RGS4 inh, ERG Ets-DNA blk, GLS inh, 12-LOX inh
- Cc1ccc(NC(=O)C(=O)NC2CCCCC2)cc1
  34%, 4, 3%, 8%, 20%, 27%, -7%, 7%, 3%
- CCOc1ccccc1CNC(=O)C1CCN(c2nn3c(=O)cc(C)nc3s2)CC1
  54%[activator], -2, -19%, -6%, x, 1%[56.9 µM], 12%, -21%, 13%
- Cc1ccc(-c2nnc(SCC(=O)Nc3cccnc3Cl)n2N)cc1
  54%[activator], 3, -5%, x, x, -13%, -7%, -6%, 24%
- Cc1cccc(OCC(=O)N(Cc2ccccc2)c2ccccn2)c1
  40%[activator], -3, 18%, 3%, -6%[59 µM], 12%, -5%, -2%, 0%
- COc1ccc(C(=O)O)c(OC)n1
  22%, 2, 1%, u, x, 34%, -2%, -1%, -5%
- O=C(/C=C/c1ccccc1)c1ccccn1
  14%, -13, 12%, -37%, u, -42%, -2%, -7%, 0%
- COc1ccc(-n2cc(C(=O)OCc3ccc(F)c(F)c3)c3ccccc3c2=O)cc1
  17%[57 µM], 3, -10%, 1%, 24%[59 µM], -22%, 7%, 10%, u

Next structures:
SMILES	HP1b binding inh	PI4K2A block	JMJD2A Tudor inh	BAZ2B inh	G9a inh	RGS4 inh	ERG Ets-DNA blk	GLS inh	12-LOX inh
Cc1cnc(NC(=O)c2cc3ccccc3o2)s1	37%	1	-13%	u	u	16%	2%	-6%	-3%
Cc1ccc(F)cc1CNC(=O)C1CCC(=O)N(CC2CCCCC2)C1 (stereo not drawn)	29%	-3	-8%	-8%	11%	34%	0%	2%	0%
Cc1ccc(C(=O)NNC(=O)Cc2csc(-c3csc(C)n3)n2)cc1	49%[activator]	1	6%	3%	9%	-13%	1%	1%	12%
CCOC(=O)C1(CC2CC2)CCN(Cc2cnc(-c3ccccc3C)nc2)CC1	53%[activator]	2	-7%	-11%	x	-16%	6%	-4%	0%
Cc1nn(-c2ccccc2)c(C)c1NC(=O)COC(=O)c1ccc(S(=O)(=O)C(F)F)cc1	17%	-3	-8%	4%	-37%	-3%	3%	12%	-1%
O=C(C[C@H]1C/C=C\C[C@@H](Cc2ccc(F)cc2)C(=O)OC[C@@H]2CCCN2C1=O)NCCO	31%	-2	-14%	x	x	-11%	3%	-3%	-2%
CCc1c(C)sc(NC(=O)c2noc(C)c2[N+](=O)[O-])c1C#N	-8%	-5	-19%	-38%	40µM*	-39%	-1%	15%	u
Cc1ccc(S(=O)(=O)N2CCC(C(=O)OCC(=O)N3CCCCC3C)CC2)cc1C (stereo not drawn)	27%	-3	-12%	0%	u	-17%	-2%	-8%	-26%
CCn1c(C(=O)O)c(CC(=O)Nc2cccc(C(F)(F)F)c2)c2ccccc21	26%	0	-16%	-16%	-3%	8%	13%	10%	u
NNC(=O)c1cc(O)c(O)c(O)c1	45µM*	-1	1.8µM*	18µM*	8.9µM*	u	-2%	0%	u
Cn1nc(C(C)(C)C)cc1C(=O)NCc1ccc(N2CCCC2=O)cc1	13%	2	-13%	-6%	-10%[59 µM]	25%	-6%	1%	-3%
COc1ccc(Cl)cc1NC(=O)COC(=O)/C=C/c1c(C)nn(C2CCS(=O)(=O)C2)c1Cl (stereo not drawn)	24%	5	-7%	-3%	1%	-31%	10%	0%	236%[activator]
CCOc1ccc(C(=O)c2cn(CC(=O)Nc3ccc(Cl)cc3)c3cc4c(cc3c2=O)OCCO4)cc1	38%	-10	-8%	-26%	6%[59 µM]	-17%	-2%	-4%	-19%
COc1cc(/C=C(\C#N)c2[nH]nc(N)c2C#N)cc(OC)c1O	u	6	-11%	6%	u	-29%	-18%	10µM*	0%
CC(CC(=O)N1CCN(c2cccc(Cl)c2)CC1)S(=O)(=O)c1ccc2c(c1)NC(=O)CO2 (stereo not drawn)	15%	3	-32%	-11%	10%	3%	-6%	1%	2%
Cc1c(C(=O)Nc2ccccc2Br)oc2ccc(S(=O)(=O)N3CCCCC3)cc12	27%	1	-17%	4%	1%[59 µM]	20%	-7%	1%	u
C#CCn1c(S(=O)(=O)Cc2ccc(C)cc2)nc(-c2ccccc2)c1-c1ccccc1	7%&14%	1	-1%&-32%	-13%	x	-19%&9%	-4%	2%	0%
CCN(Cc1cc(=O)n2ccsc2n1)Cc1nc2cc(OC)c(OC)cc2c(=O)[nH]1	11%	-5	-7%[11.4 µM]	3%	13µM*	-34%[11.4 µM]	2%	-3%	1%
O=C(Cn1nc(N2CCN(c3ccccc3)CC2)ccc1=O)Nc1ccc(F)cc1F	34%	-3	-9%	-15%	3%[59 µM]	-29%	2%	21%	-15%
COC(=O)[C@@]12CCCCN1[C@H](c1ccc(-c3ccc(Cl)c(Cl)c3)c(OC)c1)[C@H]1C(=O)N(C)C(=O)[C@H]12	13%	-2	-18%	x	x	-14%	-3%	2%	-29%
COc1ccc2nc(SCC(=O)N3CCCCC3)c(C#N)cc2c1	42%[activator]	-1	-12%	-9%	x	-24%	22%	5%	-26%
C/C(=N/NC(=O)c1cccc(Br)c1)C1CC2CCC1C2 (stereo not drawn)	49%[activator]	-2	0%	-3%	10%	-16%	1%	1%	12%
COc1cccc(C(=O)N/N=C/c2ccc(OC)c(COc3ccccc3C(N)=O)c2)c1	31%	-6	-22%	-2%	63%[activator]	9%	11%	13%	5%
O=C(Nc1ccccc1)N1CCN(c2cccc(C(F)(F)F)c2)CC1	27%	-2	-20%	13%	10%	-6%	x	0%	23%
Cc1nnc(SC(C)C(=O)Nc2ccc(S(=O)(=O)N3CCCCC3)cc2)s1 (stereo not drawn)	17%	-3	-12%	16%	0%	-12%	-12%	4%	0%
Cc1ccc(-n2c(SCC(=O)Nc3ccc4c5c(cccc35)CC4)nc(O)c(C)c2=O)cc1	0%	7	-16%	0%	8%[59 µM]	-38%	-1%	2%	0%
COc1ccc(NC(=O)c2c[nH]c(=O)n(-c3ccc(C)c(C)c3)c2=O)cc1OC	41%[activator]	2	-16%	-1%	-8%	-20%	6%	0%	8%[57.4 µM]

A portion of the library. The share of hits here may be higher or lower than overall.
